# Screening data: PubChem BioAssay, several laboratories
# AP ELISA ortho: orthogonal test for alternative complement pathway inhibitors; Human serum alternative complement pathway, LPS-coated ELISA, C3 deposition; tested in compound mixtures; inhibition, % at 5 µM; actives 0.08% (n = 62,000);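 active means inhibition above 30% in each of the two pooled mixtures holding the compound, so the lower value exceeds 30%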;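 further: 0% = serum in Mg-EGTA without compound and 100% = EDTA serum blank; some compounds past the cut are filed as inactive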
#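 Assay system: human serum alternative complement pathway, C3 deposition on LPS-coated wells; Dosing: 5 µM per compound in ten-compound mixtures; Detection: Anti-C3 ELISA, OD 450 nm; Buffer or medium: Mg2+-EGTA GVB++ buffer containing human serum at 1:15 dilution; Timing: 1 h at 37 °C; Replication: two different pools per compound.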
# 5HT1E antag: antagonists of human 5-HT1E serotonin receptor; CHO 5-HT1E Ga15 NFAT-bla reporter, FRET, antagonist; AID 571; P28566; actives 0.99% (n = 65,000); inhibition, % at 6 µM;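 active means inhibition above a set limit, the mean inhibition across every tested compound plus 3 SD, cut at about 29% in these data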;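 further: signal is the 460 over 535 nm emission ratio of beta-lactamase substrate; 0% = agonist plus DMSO wells and 100% = wells without agonist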
# Target sequence (P28566 whole entry, looked up): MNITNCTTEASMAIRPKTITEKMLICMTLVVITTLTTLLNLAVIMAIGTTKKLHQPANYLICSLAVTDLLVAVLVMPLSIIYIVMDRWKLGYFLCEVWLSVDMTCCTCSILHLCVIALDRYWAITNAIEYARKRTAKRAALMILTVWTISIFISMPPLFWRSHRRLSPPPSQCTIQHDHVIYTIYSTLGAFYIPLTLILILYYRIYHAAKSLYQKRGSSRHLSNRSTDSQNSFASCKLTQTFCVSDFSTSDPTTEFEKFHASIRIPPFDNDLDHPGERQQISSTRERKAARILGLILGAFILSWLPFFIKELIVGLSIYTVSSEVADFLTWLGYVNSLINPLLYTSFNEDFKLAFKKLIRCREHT
# tolC growth inh: E. coli tolC mutant growth inhibition. E. coli BW25113 tolC mutant growth, OD615. growth inhibition, % at 10 µM (by protocol). actives 2.2% (n = 65,000). AID 573;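 active means growth inhibition at or above a cutoff equal to the mean over every tested compound plus 3 SD, cut at about 60% in these data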;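 further: growth measured after 20 h incubation at 37 °C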
#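 Material: E. coli BW25113 ΔtolC::kan, tolC deletion mutant strain. Measure: percent growth inhibition. Schedule: 37 °C, 20 h exposure. Doses: single-point testing at 10 µM. Signal: A615 absorbance measurement. Buffer or medium: kanamycin-containing LB broth (50 µg/mL).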
# HTR1E agonist: 5-HT1E (human) receptor agonism. P28566. CHO 5-HT1E Ga15 NFAT-bla reporter, FRET; 0% DMSO wells, 100% control agonist wells. activation, % at 6 µM. actives 0.69% (n = 65,000);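 active means activation above a set limit, the screen-wide mean activation plus 3 SD, cut at about 8.5% in these data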;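 further: 100% = positive control agonist at 1 µM giving full maximal response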
# 5HT1a antag: blocks the human serotonin 5-HT1a receptor; P08908; CHO 5-HT1a Ga15 NFAT-bla reporter, antagonist mode; inhibition, % at 10 µM; actives 0.68% (n = 62,000); AID 612;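 active means inhibition above the mean of all tested compounds plus 3 SD, cut at about 43% in these data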;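 further: receptor stimulated by 5-CT agonist at 100 nM near EC80; beta-lactamase reporter measured by ratiometric fluorescence of a cleavable substrate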
# S1P3 agonist: S1P3 (human) receptor agonism | S1P3 NFAT-BLA reporter cells, FRET ratio; relative to 1 µM S1P, basal subtracted | Q99500 | activation, % at 4.5 µM | actives 0.1% (n = 60,000) | AID 373;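 active means activation above the screen-wide mean plus 3 SD, cut at about 4.5% in these data, passing the limit was not always enough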; further: some compounds called inactive have numbers as strong as hits
#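 Material: Human S1P3 NFAT-BLA reporter CHO cells | Incubation: Overnight plating, 4 h compound 37 °C, 2 h substrate RT | Signal: FRET β-lactamase substrate fluorescence, excitation 405 nm, 460/535 nm emission ratio, background-subtracted | Compound: 4.5 µM final, single dose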
# S1P1 ag pot: activates or potentiates agonism at human S1P1 receptor; actives 0.57% (n = 56,000); activation, % at 9.5 µM; S1P1 CRE-bla cells, forskolin, beta-lactamase FRET, potentiator mode; S1P1 agonist co-added at EC20, 2 nM; 100% = saturating reference agonist, 0% = basal; P21453;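 active means activation above a cutoff set at the mean activation of all tested compounds plus 3 SD, cut at about 54% in these data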;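 further: forskolin at 4 µM as EC80 and the EC20 agonist is SEW2871; 100% = SEW2871 at its EC100 plus forskolin at EC80; some compounds past the cut are filed as inactive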
# SF1 activator: activators of human nuclear receptor SF-1. CHO-K1 Gal4-SF-1 LBD luciferase reporter; % increase over DMSO SF-1-specific signal. Q13285. activation, % at 10 µM. actives 1.9% (n = 65,000);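 active means activation above the mean activation of all tested compounds plus 3 SD, cut at about 50% in these data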
# Target sequence (Q13285 whole entry, looked up, the tested form may be a part): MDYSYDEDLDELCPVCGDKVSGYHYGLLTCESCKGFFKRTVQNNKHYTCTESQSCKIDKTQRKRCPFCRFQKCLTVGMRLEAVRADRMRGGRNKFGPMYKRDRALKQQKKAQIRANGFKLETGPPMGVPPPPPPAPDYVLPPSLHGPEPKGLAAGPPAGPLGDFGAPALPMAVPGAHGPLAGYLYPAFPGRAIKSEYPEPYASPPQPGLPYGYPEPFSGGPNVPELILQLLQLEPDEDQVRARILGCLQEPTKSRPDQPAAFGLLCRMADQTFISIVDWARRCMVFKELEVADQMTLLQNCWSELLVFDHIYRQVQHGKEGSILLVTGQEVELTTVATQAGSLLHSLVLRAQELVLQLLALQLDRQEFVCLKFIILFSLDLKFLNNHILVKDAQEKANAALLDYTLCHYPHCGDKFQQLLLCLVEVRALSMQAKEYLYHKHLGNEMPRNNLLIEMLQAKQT
#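 Assay system – CHO-K1 cells with Gal4–hSF-1 LBD chimera plus Gal4-driven luciferase · Quantity – 4,000 cells per well · Times – compound added 1 h post-seeding, 20 h exposure at 37 °C, 5% CO2 · Measured by – luciferase light emission · Benchmarks – DMSO and mock-transfected background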
# RORa activator: RORA (human) activation. CHO-K1 Gal4-RORA LBD luciferase reporter, luminescence; percent increase over mock-subtracted basal signal. actives 1.5% (n = 65,000). activation, % at 10 µM. P35398;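 active means activation above the mean of all tested compounds plus 3 SD, cut at about 49% in these data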;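 further: 0% = DMSO-treated RORA cells and 100% = added signal equal to DMSO minus mock-transfected cells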
# Active calls of the source: *; / = not tested or not shown.
Structure	AP ELISA ortho	5HT1E antag	tolC growth inh	HTR1E agonist	5HT1a antag	S1P3 agonist	S1P1 ag pot	SF1 activator	RORa activator
CCOC(=O)C(C)Sc1nc2ccccc2c(=O)n1CC (centres undefined)	3	6	20	-0.3	9	0.1	-26	-9	14
CCOC(=O)c1cc2cc(OC)ccc2[nH]1	/	-10	17	0.8	/	-3.7	-3	73*	12
Cc1ccc(C(C(=O)NC2CCCC2)N(Cc2ccco2)C(=O)CCC(=O)Nc2ccccn2)cc1 (centres undefined)	6	-6	/	-0.1	15	-0.2	5	-5	-3
COc1ccc(S(=O)(=O)Nc2nncs2)cc1	4	2	-16	-0.1	-24	42	9	12	22
COc1ccc(Cn2nnc3c(=O)[nH]c(C(=O)NCCc4ccc(F)cc4)nc32)cc1OC	22	1	21	0.7	-26	0.2	-10	7	18
COc1cccc(C(=O)Nc2ccc(N(C)C)cc2)c1OC	-2	8	-2	0.0	-5	-0.2	-17	50*	43
O=C(O)c1ccc(-n2cccc2)cc1O	-1	-5	-7	-0.3	-13	/	/	6	-3
Cc1nnc(SCC(=O)c2cc(C)n(-c3ccc4c(c3)OCO4)c2C)s1	5	0	17	0.7	-20	-1.0	34	10	28
Cc1c(-c2cccs2)[n+](=O)c2c(n1[O-])CCCCC2	15	-10	-18	0.4	-7	/	/	-5	-3
NC(=O)CCCCC(=O)OCCCc1cccs1	15	-2	-15	-0.5	2	-0.3	-14	4	-14
COc1ccc(-c2noc(-c3cc(C)cc(C)c3)n2)cc1OC	19	-7	-7	0.2	6	0.1	106*	7	-22
COc1ccc(S(=O)(=O)N2Cc3ccccc3CC2C(=O)Nc2nccs2)cc1OC (centres undefined)	-9	-5	17	0.3	-2	-0.5	/	71*	18

# S1P1 ag pot: hit marks shown above.
molecule,AP ELISA ortho,5HT1E antag,HTR1E agonist,5HT1a antag,S1P3 agonist,S1P1 ag pot
COc1ccc(-c2noc(-c3cc(C)cc(C)c3)n2)cc1OC,19,-7,0.2,6,0.1,106*

# (continued)
Structure	AP ELISA ortho	5HT1E antag	tolC growth inh	HTR1E agonist	5HT1a antag	S1P3 agonist	S1P1 ag pot	SF1 activator	RORa activator
CCOC(=O)N1CCN(C(=O)CN(Cc2ccccc2)S(=O)(=O)c2ccc(OC)c(C)c2)CC1	-8	-10	24	0.8	-7	0.2	16	5	-12
O=C(N1CCCCC1)N1CCN(c2ccc(Cl)cc2)CC1	10	-8	33	-0.8	-5	-0.4	30	-9	-14
CCN(CC)CCNC(=O)c1cc(S(C)(=O)=O)ccc1OC	8	-5	7	0.1	/	-0.5	-17	-2	-10
CN(C)c1nc(SCCOC(=O)Nc2ccccc2)nc(N(C)C)n1	-18	-4	86*	0.7	12	-0.8	-13	4	-3
O=C(O)CC(C(=O)NC1CCCCC1)C1CCCO1 (centres undefined)	-5	24	-5	0.5	-6	-0.8	-4	-10	4
COc1ccc(N2CC(C(=O)Nc3ccc(S(=O)(=O)Nc4nc(C)cc(C)n4)cc3)CC2=O)cc1 (centres undefined)	-4	-1	11	0.7	-8	-0.2	1	-1	-15
O=C(O)c1cc(-c2ccccc2)n(-c2ccccc2C(=O)O)n1	10	-3	-19	-0.5	4	-1.1	-13	5	-15
C=CCC(NCc1ccccc1)c1ccco1 (centres undefined)	9	0	-6	0.3	-9	-0.9	0	-14	-3
CCOC(=O)c1cc2c(ccn2-c2ccc(F)cc2)n1CC(=O)N1CCN(C(=O)c2ccco2)CC1	-11	-3	-16	-0.2	20	0.0	-38	-15	-16
O=C(CCN1C(=O)C2C3C=CC(C3)C2C1=O)NCc1cccnc1 (centres undefined)	15	6	-14	-0.5	8	0.0	-22	-12	-18
COC(=O)C1OC2(OC1C(=O)OC)c1ccccc1-c1ccccc12 (centres undefined)	6	4	-21	-0.3	-8	0.8	-11	10	12
CCOC(=O)c1ccc(Cn2cnc3ccccc3c2=O)cc1	12	1	20	-0.2	-15	-0.1	-10	8	-13

# New compounds follow:
Structure	AP ELISA ortho	5HT1E antag	tolC growth inh	HTR1E agonist	5HT1a antag	S1P3 agonist	S1P1 ag pot	SF1 activator	RORa activator
O=C1CCC(C(=O)O)(c2ccccc2)C1 (centres undefined)	5	-11	-25	0.1	-8	0.7	-37	-5	-10
C=CCNC(=O)c1cc(=O)c2ccccc2o1	-7	-9	-20	0.6	-11	-0.1	3	17	9
COc1cccc(Nc2cc(C)nc3ccccc23)c1	-4	-1	24	-0.4	10	-0.4	3	-9	-23
COc1ccc(S(=O)(=O)Cc2ccccc2)cc1N	11	-3	-8	-0.9	-6	0.2	-11	18	30
Cc1cc(C)nc(N2CCN(c3ncnc4c3oc3ccccc34)CC2)n1	-2	9	-16	-0.3	2	-0.4	0	-9	-8
O=C(Nc1ccccc1C(=O)N1CCCCC1)C1CCCCC1	3	-7	-11	-0.5	2	0.0	/	-16	12
C[C@H]1C[C@H]2[C@@H]3CCC4=CC(=O)C=C[C@]4(C)[C@@]3(Cl)[C@@H](O)C[C@]2(C)[C@@]1(O)C(=O)CO	-9	1	2	-0.6	/	-0.6	16	8	3
O=C(NCCCNC(=O)NC1CCCCC1)NC1CCCCC1	11	5	-17	0.3	4	0.3	-4	12	-11
COc1ccc(CNC(=O)C2CCCN(S(=O)(=O)c3c(C)nn(C)c3C)C2)cc1 (centres undefined)	19	-9	-2	0.2	3	0.6	-11	-1	8
Cc1cccc(NC(=O)Cn2c(=O)n(Cc3ccco3)c(=N)c3c4c(sc32)COC(C)(C)C4)c1	13	-3	/	1.5	21	-0.6	-21	8	5
COc1ccccc1CN1C(=O)c2ccncc2C1=O	19	-4	-21	0.4	-12	-0.2	-9	-7	-12
O=C(NC1CC2CCC1C2)C1COc2ccccc2O1 (centres undefined)	3	-2	0	-1.8	14	-0.6	-6	24	11

# (list continues)
Structure	AP ELISA ortho	5HT1E antag	tolC growth inh	HTR1E agonist	5HT1a antag	S1P3 agonist	S1P1 ag pot	SF1 activator	RORa activator
CC(=O)Nc1nc(=S)n(-c2ccccc2)[nH]1	23	-1	-13	-0.3	-1	0.0	-20	-9	10
COC(=O)C1=C(N)Oc2cc(C)n(Cc3cccnc3)c(=O)c2C1c1cc(OC)ccc1OC (centres undefined)	-12	-9	-14	-0.3	-14	0.2	-7	3	1
CCOc1ccc(NC(=O)CSc2nnc(-c3ccco3)n2C)cc1	6	-8	-11	0.6	-4	-0.5	3	12	-10
CC(C)C1Cc2c(sc3c2c(=O)n(Cc2ccccc2)c2nncn32)CO1 (centres undefined)	/	-4	10	0.4	/	-5.1	-10	5	17
CCCOc1ccc(-c2nnn(CC(=O)OCC)n2)cc1	-5	-7	17	-0.2	7	-0.6	-13	-20	-19
Cn1c(SCc2ccccc2)nnc1C1CCCNC1 (centres undefined)	13	4	-17	0.3	8	0.2	22	4	1
CC(=O)c1c(COC(=O)c2cccnc2)nc2ccccc2[n+]1[O-]	11	8	19	-0.2	-4	-1.1	-8	-4	-4
COc1cc(S(=O)(=O)Nc2ncccc2C)c(OC)cc1Cl	2	13	5	-0.8	1	-0.2	-1	-2	-16
CCOC(=O)C1C2C=CC3(CN(Cc4cccs4)C(=O)C13)O2 (centres undefined)	17	9	-20	0.2	-6	0.9	11	-7	6
O=S(=O)(c1cccc(-n2cnnn2)c1)N1CCOCC1	0	2	-6	0.6	2	/	/	5	17
CN1CCN(C(=O)c2ccccc2NC(=O)c2cccs2)CC1	9	6	-14	-0.9	2	-0.8	/	4	9
O=C(c1cc2c(s1)CCCCC2)N1CCN(c2ncccn2)CC1	15	-4	42	0.8	-8	-0.2	-28	4	3

# Continuation:
Structure	AP ELISA ortho	5HT1E antag	tolC growth inh	HTR1E agonist	5HT1a antag	S1P3 agonist	S1P1 ag pot	SF1 activator	RORa activator
CC12CCC(=O)N1c1c(sc3nc(N4CCOCC4)c4c(c13)CCCC4)C(=O)N2 (centres undefined)	/	15	17	0.1	/	-0.8	-66	6	-17
CCc1ccc(-c2nnn(Cc3nn[nH]n3)n2)cc1	1	-4	-16	0.1	-4	-0.4	-10	27	-1
COc1ccc(N2CC(C(=O)NCc3cccnc3)CC2=O)cc1 (centres undefined)	8	2	-13	-1.1	-14	0.3	3	11	-5
CCCCSc1nc2c(cnn2-c2ccc(F)cc2)c(=O)[nH]1	14	4	5	0.1	-12	-0.7	-22	-13	31
Cc1cc(-n2[nH]c(C)c(C)c2=O)nc(-c2ccccc2O)n1	-2	-5	8	-0.5	-5	0.1	8	6	5
CCOC(=O)N1CCN(Cc2nc3c(c(=O)n(C)c(=O)n3C)n2Cc2ccccc2C)CC1	-15	4	31	2.3	-17	0.7	2	-16	19
COc1ccc(-n2nc(C(=O)NCC(=O)N3CCN(c4ccccn4)CC3)c3ccccc3c2=O)cc1	27	3	3	-0.2	-20	-0.9	-11	60*	23
COc1cccc(OCc2nc3ccccc3c(=O)n2N)c1	-1	3	13	-1.1	5	-1.0	24	48	18
COc1cccc(N2C(=O)C3C(C2=O)C2C=CC3C23CC3)c1 (centres undefined)	9	0	-12	-0.4	-3	-0.6	-20	6	-2
CCOC(=O)C1CCCN(C(=O)CNS(=O)(=O)c2ccc(Br)s2)C1 (centres undefined)	3	0	-2	-0.8	4	0.1	-11	-2	3
CCOC(=O)Nc1ccc2ncn(C)c(=O)c2c1	8	5	-11	-0.4	10	1.4	-6	15	-1
Clc1nc2sccn2c1/C=N/n1cnc2ccccc21	-4	3	4	-0.2	4	/	/	40	52*

# (continued)
Structure	AP ELISA ortho	5HT1E antag	tolC growth inh	HTR1E agonist	5HT1a antag	S1P3 agonist	S1P1 ag pot	SF1 activator	RORa activator
NC(=O)COC(=O)c1ccc(Oc2ccccc2)cc1	8	-2	7	-0.7	10	-0.4	-24	-1	20
COc1cc(-c2nnc3sc(-c4ccncc4)nn23)cc(OC)c1OC	7	9	2	1.3	-4	-0.3	-7	-9	-14
O=C(c1ccc2c(=O)n(-c3ccccc3)c(=O)[nH]c2c1)N1CCCCC1	4	-5	-4	-0.7	-10	0.1	7	-10	9
CCCCc1ccc(S(=O)(=O)Nc2cc(C)on2)cc1	1	2	36	-0.6	10	-0.2	0	-2	-12
CC1CCCCN1S(=O)(=O)c1ccc(C(=O)Nc2nnc(-c3ccccc3Cl)o2)cc1 (centres undefined)	2	-6	100*	0.5	6	-0.9	17	-41	-21
O=C(Nc1ccc(Br)cc1)N1CCCCCCC1	13	7	-4	-1.2	9	-0.7	-5	25	27
COCCn1c(-c2cc(OC)c(OC)c(OC)c2)nc2nc3ccccc3nc21	11	-4	-26	-0.3	-7	0.4	2	0	-8
Cc1ccn2cc(CNC(=O)c3ccc(Br)o3)nc2c1	19	-3	-6	0.4	1	0.6	1	-2	-14
